JMJD2A Tudor: blocks the human JMJD2A Tudor domain | actives 4.4% (n = 390,000) | O75164 | Potency, µM (highest dose often 114 µM), without a hit: at the highest dose activity change, negative = inhibition, hits mostly inhibitors | AID 504339 | AlphaScreen JMJD2A-Tudor / H3K4me3 peptide binding; note: % is set by controls: 0 for no effect and ±100 for the full control effect; nearly all actives have a fitted effect of over 50% in size
Pol kappa inh: DNA polymerase kappa (human) inhibition | Q9UBT6 | Potency, µM (top dose mostly 107 µM), without a hit: at the highest dose activity, negative = inhibition, most hits filed as inhibitors | purified Pol kappa, fluorescent DNA synthesis assay, 10 min | actives 0.53% (n = 400,000); note: % is set by controls: 0 for no effect and ±100 for the full control effect
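Enzyme at 10 nM met test compounds for 15 min at room temperature. Substrate addition (50 nM final) began the reaction, which was monitored by fluorescence at 0 and 10 min.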
G9a block: inhibitors of human histone lysine methyltransferase G9a; Q96KQ7; G9a H3K9 monomethylation, AlphaScreen, 2 h; Potency, µM (top dose mostly 102 µM), for the others: at the highest dose activity, negative = inhibition, usual class: inhibitors; actives 8.8% (n = 350,000); AID 504332; note: % is set by controls: 0 for no effect and ±100 for the full control effect; nearly all actives have a fitted effect of over 75% in size
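Readings reflect AlphaScreen signal from monomethyl-H3K9 antibody detection. HMT at 20 nM; substrate b-H3K9 500 nM; cofactor SAM 20 uM; 2 h RT reaction; compounds tested as titrations in qHTS with 15 min preincubation.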
POLI inh: blocks human DNA polymerase iota activity | Q9UNA4 | Pol iota fluorescent replication assay, 10 min | Potency, µM (highest dose often 115 µM), inactives show at the top dose activity, negative = inhibition, most hits filed as inhibitors | actives 1% (n = 390,000) | AID 588590
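Pol iota at 10 nM preincubated 15 min with compounds at room temperature; reaction started with fluorescent substrate, 50 nM final. Fluorescence read kinetically at 0 and 10 min; buffer-only wells as negative control.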
APEX1 inh: inhibitors of human APE1 endonuclease | P27695 | recombinant APE1, TAMRA/BHQ-2 abasic DNA cleavage fluorescence | Potency, µM (titrated, usually from 65.8 µM), for inactives: at the top dose activity change, negative = inhibition, actives largely listed as inhibitors | actives 0.35% (n = 350,000) | AID 2517;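 note: plate controls were vehicle for no effect and reference inhibitor for full effect; nearly all actives have a fitted effect of over 55% in size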
Target sequence (P27695 whole entry, looked up): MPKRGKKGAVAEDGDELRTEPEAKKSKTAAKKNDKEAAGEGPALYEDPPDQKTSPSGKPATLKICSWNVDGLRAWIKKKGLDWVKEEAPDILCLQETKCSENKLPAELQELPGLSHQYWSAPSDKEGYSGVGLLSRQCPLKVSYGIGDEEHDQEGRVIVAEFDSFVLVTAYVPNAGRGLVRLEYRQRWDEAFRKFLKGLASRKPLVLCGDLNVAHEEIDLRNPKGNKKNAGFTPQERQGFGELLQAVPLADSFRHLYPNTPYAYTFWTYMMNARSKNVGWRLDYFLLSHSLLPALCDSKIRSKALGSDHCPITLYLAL
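Substrate: short duplex with […] THF abasic site, 5'-TAMRA and 3'-BHQ-2, 50 nM final. APE1 at 0.75 nM, preincubated 15 min RT with compound. Fluorescence increase from first to third read measured activity.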
BLM inh: Bloom syndrome helicase (human) inhibition | P54132 | AID 2528 | actives 0.2% (n = 350,000) | Potency, µM (top dose mostly 56.1 µM), for inactives: at the highest dose activity change, negative = inhibition, actives largely listed as inhibitors | recombinant BLM DNA unwinding, fluorescence dequenching;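 note: plate controls were vehicle for no effect and no enzyme for full effect; nearly all actives have a fitted effect of over 35% in size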
Pol beta inh: inhibitors of human DNA polymerase beta | P06746 | Pol beta primer extension/strand displacement, fluorescence kinetic | Potency, µM (highest dose often 114 µM), inactives show at the top dose activity change, negative = inhibition, hits mostly inhibitors | actives 1.3% (n = 340,000) | AID 485314; note: % is set by controls: 0 for no effect and ±100 for the full control effect
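Pol beta (10 nM) and compounds were preincubated 15 min at room temperature, then 50 nM substrate (final) started primer extension/strand displacement. Reads were taken at 0 and 10 min; concentration-response data were fitted to a four-parameter Hill equation.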
BAZ2B block: blocks human BAZ2B; Potency, µM (doses to about 114 µM), without a hit: top-dose activity change, negative = inhibition, most hits filed as inhibitors; actives 4.4% (n = 360,000); Q9UIF8; AID 504333; AlphaScreen BAZ2B-H3K14Ac peptide displacement; note: % is set by controls: 0 for no effect and ±100 for the full control effect; nearly all actives have a fitted effect of over 60% in size
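In this displacement format the biotinylated H3(5-23) peptide acetylated at Lys14 serves as ligand at 50 nM, with BAZ2B at 50 nM in PBS pH 7.4 containing 0.01% Tween-20. Donor and acceptor beads are 10 ug/mL final.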
POLH inh: blocks human DNA polymerase eta activity; Q9Y253; recombinant Pol eta, fluorescent DNA replication assay; Potency, µM (series often up to 114 µM), inactives show at the top dose activity change, negative = inhibition, most hits filed as inhibitors; actives 1.2% (n = 390,000); AID 588591; note: % is set by controls: 0 for no effect and ±100 for the full control effect
Target sequence (Q9Y253 whole entry, looked up): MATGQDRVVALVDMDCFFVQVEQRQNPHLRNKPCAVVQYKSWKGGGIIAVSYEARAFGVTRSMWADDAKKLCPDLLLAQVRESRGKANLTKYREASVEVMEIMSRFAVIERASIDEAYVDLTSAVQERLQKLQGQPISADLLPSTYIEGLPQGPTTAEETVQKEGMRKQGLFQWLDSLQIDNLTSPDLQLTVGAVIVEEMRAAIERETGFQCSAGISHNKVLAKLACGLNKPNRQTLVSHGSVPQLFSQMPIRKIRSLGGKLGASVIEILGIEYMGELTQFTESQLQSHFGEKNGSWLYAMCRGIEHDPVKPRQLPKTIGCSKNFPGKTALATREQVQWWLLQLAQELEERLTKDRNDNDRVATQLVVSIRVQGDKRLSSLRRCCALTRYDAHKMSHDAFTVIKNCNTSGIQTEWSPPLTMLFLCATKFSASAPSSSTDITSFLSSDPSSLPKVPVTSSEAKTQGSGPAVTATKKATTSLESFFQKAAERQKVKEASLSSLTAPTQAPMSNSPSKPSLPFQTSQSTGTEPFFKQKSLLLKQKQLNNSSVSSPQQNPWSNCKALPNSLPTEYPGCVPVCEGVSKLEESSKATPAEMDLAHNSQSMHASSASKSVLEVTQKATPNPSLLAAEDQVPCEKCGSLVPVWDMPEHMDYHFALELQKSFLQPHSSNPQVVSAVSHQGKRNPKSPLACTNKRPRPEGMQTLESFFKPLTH
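Fluorescent replication assay: 50 nM final substrate added after a 15 min room-temperature compound preincubation with 10 nM enzyme. Signal taken at 0 min and again at 10 min.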
Starred values were filed as active, the others as inactive; ? = inconclusive; nt = not tested or not shown; & = joins results of further samples; [ ] = remark or other dose. Calls come from the whole dose curve; as a rule, active = well fitted curve in the direction sought with a large enough effect; inconclusive = small, poorly fitted or top-dose-only effect, or another doubt; inactive = no such curve, though single readings can be large; an effect the other way counts as inactive or inconclusive. Potency is the fitted concentration of half-maximal effect. These rows are one share of the data, so the mix of outcomes need not match the whole.

Structure	JMJD2A Tudor	Pol kappa inh	G9a block	POLI inh	APEX1 inh	BLM inh	Pol beta inh	BAZ2B block	POLH inh
COc1ccc2cc(C(N)=O)/c(=N/NC(=O)c3ccco3)oc2c1	-9.3%	-14.1%	?	0.6%	?	-3.7%	-7.8%	-32.3%	-15.1%
CNC(=O)Cn1nc(-c2ccc(C)c(S(=O)(=O)N(C)C)c2)c2ccccc2c1=O	-16.7%	-7.6%	-1.3%[59 µM]	8.4%	?	-7.1%	47.7%	1.5%	2.7%
O=C(COC(=O)C(Cc1ccccc1)NC(=O)c1ccco1)NC1CC1 (stereo unspecified)	-15.0%	-2.9%	-8.5%[59 µM]	10.0%	0.3%	-5.8%	9.5%	4.4%	-0.1%
Cc1cc(C)n2nc(SCC(=O)N3CCN(c4ccc(F)cc4)CC3)nc2n1	-3.4%	-1.7%	-20.4%[59 µM]	27.4%	20.7%	nt	nt	4.5%	-22.8%
CCc1cccc(NS(=O)(=O)c2ccc3c(c2)NC(=O)CO3)c1	-8.3%	-15.8%	?	5.9%	39.6%	-2.4%	-0.7%	-3.6%[57.1 µM]	-1.6%
CCOc1cnc(-c2ccccc2F)o1	-10.1%[57.1 µM]	-13.7%	-28.3%	91.8%[activator]	3.0%	2.8%	3.1%	-36.6%	3.0%
CCOc1ccccc1NC(=O)c1cnccn1	-2.3%	-0.4%	13.8%[59 µM]	36.0%	9.6%	-2.1%	54.2%	4.1%	-19.6%
CCOC(=O)c1oc2ccc(Br)cc2c1COC(=O)C1=COCCO1	1.4%	-13.3%	5.7%	10.8%	-22.5%	nt	nt	2.8%	-13.4%
O=C(Cc1nn[nH]n1)NCc1ccccc1Cl	-7.5%	-3.2%	-6.4%[12.7 µM]	9.1%	0.0%	5.2%	16.9%	50.1µM*	-7.5%
O=C(Nc1cccc(Cl)c1)Nc1ccc2c(c1)C(=O)OC2	-6.6%	-14.0%	10.4%	4.8%	-2.3%	2.7%	-15.4%	9.0%	-4.1%
CCOC(=O)c1nnn(-c2nonc2NC(C)=O)c1C	-2.9%	-14.4%	20.8%[12.7 µM]	1.2%	-1.5%	1.7%	-2.3%	1.8%	-8.5%
COc1ccccc1OCCn1cc(/C=N/n2cnnc2)c2ccccc21	-27.8%	-8.8%	9.2%[59 µM]	18.7%	1.6%	-2.0%	3.0%	-9.5%	1.1%
Cn1c(=O)oc2cc(S(=O)(=O)N3CCC(C(=O)N4CCN(c5ccccc5F)CC4)CC3)ccc21	-21.9%	-5.0%	14.4%[59 µM]	28.9%	nt	-3.9%	26.1%	-1.9%	-8.0%
COc1ccc(-c2c(C)cc3oc(=O)cc(-c4ccccc4)c3c2C)cc1	3.6%	7.0%&-15.3%	31.7%	-20.2%	-2.3%&-0.4%	-7.1%[75.6 µM]	nt	nt	-15.9%
Cn1c(OCc2ccc3c(c2)OCO3)nc2c1c(=O)n(Cc1cccc(Cl)c1)c(=O)n2C	-3.7%	-14.1%	nt	-0.8%	nt	nt	nt	nt	-18.3%
Cc1cnc(=O)[nH]c1SCC(=O)Nc1nc2ccccc2s1	0.3%	-0.7%[60.1 µM]	-24.4%[59 µM]	26.3%	nt	1.8%	6.4%	-2.1%	-3.8%
O=C(Cn1cnc2ccccc2c1=O)NNC(=O)c1ccccc1F	-13.7%	-16.9%	nt	85.9%[activator]	-5.9%	nt	nt	nt	-4.9%
O=C(CSc1cccc2cccnc12)OCC(=O)c1ccc(Br)cc1	-1.4%	-3.3%	-11.3%[0.0925 µM]	19.3%	16.2%	-8.9%	?	-4.4%	-17.2%
Cn1nnnc1SCC(=O)Nc1ncc(Cl)cc1Cl	-1.4%	-16.8%	-5.8%	38.4%[activator]	-9.2%	nt	nt	14.1%	-23.6%
CCN(CC)c1ccc(S(=O)(=O)N2CCCCC2)cc1NC(=O)C1=COCCO1	-25.7%	-21.7%	-30.4%	17.9%	-7.8%	nt	nt	5.1%	-14.7%

5 consecutive records from above:
Structure	JMJD2A Tudor	Pol kappa inh	G9a block	POLI inh	APEX1 inh	BLM inh	Pol beta inh	BAZ2B block	POLH inh
Cc1cnc(=O)[nH]c1SCC(=O)Nc1nc2ccccc2s1	0.3%	-0.7%[60.1 µM]	-24.4%[59 µM]	26.3%	nt	1.8%	6.4%	-2.1%	-3.8%
O=C(Cn1cnc2ccccc2c1=O)NNC(=O)c1ccccc1F	-13.7%	-16.9%	nt	85.9%[activator]	-5.9%	nt	nt	nt	-4.9%
O=C(CSc1cccc2cccnc12)OCC(=O)c1ccc(Br)cc1	-1.4%	-3.3%	-11.3%[0.0925 µM]	19.3%	16.2%	-8.9%	?	-4.4%	-17.2%
Cn1nnnc1SCC(=O)Nc1ncc(Cl)cc1Cl	-1.4%	-16.8%	-5.8%	38.4%[activator]	-9.2%	nt	nt	14.1%	-23.6%
CCN(CC)c1ccc(S(=O)(=O)N2CCCCC2)cc1NC(=O)C1=COCCO1	-25.7%	-21.7%	-30.4%	17.9%	-7.8%	nt	nt	5.1%	-14.7%

(more compounds)
Structure	JMJD2A Tudor	Pol kappa inh	G9a block	POLI inh	APEX1 inh	BLM inh	Pol beta inh	BAZ2B block	POLH inh
Fc1ccccc1Cn1c(-c2ccccc2)nc2ccccc21	4.7%	-4.8%	36.4%[activator][59 µM]	-0.7%	nt	-4.8%	-0.9%	106.5%[activator]	-13.0%
COc1ccc(C(=O)Nc2ccnn2C2CCN(C(=O)c3cccnc3)CC2)cc1	?	-8.5%	?	15.6%	38.8%	-1.5%	14.6%	-12.1%	-4.9%
CC(C)=CCCC1(C)C=Cc2c(O)c3c(c(CC=C(C)C)c2O1)OC12C(=CCCC1C(C)(C)O[C@@]2(C/C=C(\C)C(=O)O)C(=O)O)C3=O (stereo partly specified)	nt	?	-8.1%[2.33 µM]	nt	-8.2%	-3.0%	nt	nt	nt
COc1ccc(NC(=O)CCN2CCN(CCO)CC2)c(OC)c1	-15.2%	-9.1%	-49.4%[59 µM]	-21.3%	nt	3.1%	1.8%	-18.6%	-2.8%
COc1ccc(NC(=O)c2c(N)no[n+]2[O-])cc1	-17.3%	6.5%	7.1%	10.3%	-3.8%	-4.4%	3.6%	-3.1%	-5.2%
CCOc1cc(C(=O)Nc2ccc(S(=O)(=O)Nc3onc(C)c3C)cc2)cc(OCC)c1OCC	-13.0%	-3.7%	nt	46.4%[activator]	7.4%	nt	nt	nt	-6.4%
COc1cccc(C(=O)Nc2c3c(nc4c2CCC4)CCCC3)c1	-5.0%	0.0%	-2.9%[59 µM]	8.5%	-1.6%	-0.4%	13.3%	-3.8%	-2.4%
O=C(/C=C/c1ccccc1Cl)c1ccc(O)cc1	-17.6%	6.7%	-11.6%	?	-4.7%	-6.0%	2.9%	-22.5%	-16.5%
CCCCN(CC)CCCNC(=O)c1csc2c1CCCCC2	-13.7%	-22.3%	-35.1%	-7.9%	5.6%	-4.7%	-3.9%	-18.2%	-12.2%
CCN1C(=O)CC(N2CCC(C(=O)N3CCOCC3)CC2)C1=O (stereo unspecified)	-1.6%	1.0%	-0.7%[12.7 µM]	20.7%	-0.3%	2.2%	7.6%	0.5%	-15.1%
COC(=O)c1ccc(NC(=O)Nc2ccc(F)c(Cl)c2)cc1	-3.6%	-8.1%	30.6%	8.4%	-2.3%	-10.3%	-0.1%	0.6%	-8.7%
CCCSC1=C(C#N)C(c2cccnc2)C(C(=O)OCC)=C(c2ccccc2)N1 (stereo unspecified)	-14.9%	-14.4%	-9.2%[0.501 µM]	3.0%	-3.8%	-5.2%	10.0%	-11.4%	-19.3%
O=C(CSc1nc2ccccc2nc1Cc1ccccc1)N1CCc2ccccc21	-11.0%	-7.0%[60.1 µM]	8.3%[59 µM]	19.0%	nt	-8.1%	-25.3%	7.3%	-15.5%
COc1cc2oc(=O)cc(-c3ccc(-c4ccc(F)c(Cl)c4)cc3)c2c(OC)c1OC	-0.7%	8.5%	41.6%[59 µM]	18.7%	5.6%&1.6%	-9.3%[75.6 µM]	nt	nt	-2.4%
CCC(=O)Nc1cc(C(=O)O)ccc1Sc1ccc(Cl)cc1	-4.1%	-14.9%	?	9.0%	2.9%	-3.5%	-22.7%	-29.1%	-3.9%
COc1ccc2c(c1)[nH]c1c(=O)n(CCC3=CCCCC3)cnc12	-6.8%	0.7%	0.7%[2.33 µM]	16.3%	-3.9%	0.5%	-27.5%	6.6%	-9.5%
Cc1ccc2cc3cc(C(=O)N(CC(=O)NC4CCCC4)c4cccc(C)c4C)sc3nc2c1	-17.6%	-6.8%	79.2%[activator][59 µM]	-22.5%	-8.4%	-2.6%	8.3%	-35.9%[57.1 µM]	-10.1%
CC(C)N(Cc1nc(-c2ccc(Cl)cc2)no1)C(=O)/C=C/c1ccccc1	18.8%	-7.1%	?	-2.2%	-3.3%	-8.5%	9.8%	-1.6%	-14.7%
O=C(N/N=C/c1cccnc1)c1cccc(Br)c1	-6.8%	13.7%	-21.1%	13.5%	-0.4%	1.6%	2.5%	1.3%	-2.7%
COCCNc1nnc(SC(C)C(=O)Nc2ccc(-c3nc4ccc(C)cc4s3)cc2)s1 (stereo unspecified)	-8.9%	-17.0%	-8.3%	-7.7%	?	-8.8%	0.6%[57.1 µM]	-0.4%	-11.6%
COc1ccc(C(=O)CSc2nc3cccnc3n2C)cc1	-18.6%	1.3%	?	-2.4%	4.0%	-0.4%	-0.3%	-0.5%	8.6%
COc1cccc(NC(=O)CN(C)C(=O)CCNS(=O)(=O)c2ccc(C)cc2)c1	-16.2%	-8.3%	0.7%[59 µM]	16.8%	0.7%	nt	nt	11.6%	-13.9%
O=C(COC(=O)Cc1ccsc1)NC1CCCCCC1	-8.9%	-16.7%	9.3%[59 µM]	4.6%	2.0%	-1.1%	7.7%	10.4%	4.2%
